# Source: PubChem BioAssay (several laboratories)
# MEKK2 WT-MEK5: raises or lowers MEK5 binding to wildtype human MEKK2 PB1 domain; Q9Y2U5; bead flow cytometry, Alexa488-MEK5 binding to MEKK2 WT; actives lie on both sides; binding response (% of control), % at 10 µM; 290,000 compounds, 1.1% hits; AID 1531; in the data active means binding response below about 67% or above about 130%
# IMP-1 inhibitor: inhibitors of Pseudomonas aeruginosa IMP-1 metallo-beta-lactamase. purified IMP-1, nitrocefin hydrolysis, epi-absorbance fluorescence. inhibition, % at 5.6 µM. AID 1556. 290,000 compounds, 0.45% hits;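 active means inhibition above the mean plus 3 SD of all compounds in the same screening run, cut at about 4.5% in these data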;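 further: 0% = IMP-1 with DMSO and 100% = DMSO wells lacking enzyme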
#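 Assay system: purified IMP-1; Quantity: IMP-1 0.2 nM before substrate addition; Medium: HEPES buffer pH 7.1 with ZnSO4 and Brij 35; Incubation: 15 min enzyme–compound preincubation, then 25 min nitrocefin reaction, 25 °C; Signal: fluorescence quenching readout, ex 480/em 530 nm; Controls: DMSO with and without IMP-1; Repeats: singlicate testing.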
# NS3 helicase inh: inhibitors of Hepatitis C virus NS3 helicase; inhibition, % at 10.9 µM; 290,000 compounds, 0.56% hits; NS3 helicase DNA unwinding, Cy5 molecular beacon fluorescence; AID 1800;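 active means inhibition above the mean of all tested compounds plus 3 SD, set per campaign, cut at about 35% in these data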;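 further: 0% = DMSO wells and 100% = thioflavine S control wells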
#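 Assay system: hepatitis C virus NS3 helicase domain fragment enzyme. Also added: annealed dual-labelled DNA beacon duplex, ATP-started. Timing: 1 h reaction at 25 °C, ATP-initiated. Technique: Cy5 fluorescence at 0 and 60 min, beacon hairpin quenching. Evaluation: % inhibition of unwinding. Replication: one well per compound.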
# VIM-2 inh: inhibitors of Pseudomonas aeruginosa VIM-2 metallo-beta-lactamase. purified VIM-2, nitrocefin hydrolysis, epi-absorbance fluorescence. inhibition, % at 5.6 µM. 290,000 compounds, 0.89% hits;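 active means inhibition above the mean of all tested compounds plus 3 SD, cutoff set per screening run, cut at about 7.5% in these data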;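 further: red hydrolysis product quenches plate fluorescence so inhibitors raise well fluorescence; 0% = enzyme with DMSO and 100% = DMSO without enzyme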
# FID counter: counter-screen for HCV NS3 helicase inhibitors: DNA intercalator displacement; DNA fluorescent intercalator displacement, fluorescence; inhibition, % at 7.9 µM; 290,000 compounds, 0.17% hits; AID 1845; in the data active means inhibition above about 37%;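 further: 0% = vehicle and 100% = reference compound; higher means more ethidium bromide displaced from hairpin DNA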
# MEKK2mut PB1 HTS: signal of MEK5 binding to mutant human MEKK2 PB1 domain; AID 1530; percent response, % at 10 µM; bead flow cytometry, Alexa488-MEK5 binding to MEKK2 mutant; 290,000 compounds, 0.35% hits; in the data active means percent response above about 24%, passing the limit was not always enough; further: inactives centre near 1; some results filed as inactive read as strong as hits
# UBC9 SUMO inh: SUMOylation inhibition; P63279; HTRF SUMOylation assay, SAE1/SAE2 + UBC9, in vitro; inhibition, % at 35 µM; 290,000 compounds, 0.36% hits; AID 2006; in the data active means inhibition above about 50%, passing the limit was not always enough; further: strong numbers were not always called active
# Target sequence (P63279 whole entry, looked up): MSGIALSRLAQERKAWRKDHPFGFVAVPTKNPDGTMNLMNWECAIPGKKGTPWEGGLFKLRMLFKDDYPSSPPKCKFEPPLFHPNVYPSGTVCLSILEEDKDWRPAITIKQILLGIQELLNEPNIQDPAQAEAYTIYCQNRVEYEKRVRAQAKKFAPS
# NALP1 yeast inh: blocks the NALP1 inflammasome reconstituted in yeast | inhibition, % at 10 µM | S. cerevisiae NALP1/ASC/caspase-1 growth, X-gal OD620, 72 h | 280,000 compounds, 0.61% hits; in the data active means inhibition mostly above about 24%, no sharp cut-off; inactive means mostly below about 32%; further: some compounds called inactive have numbers as strong as hits
# PfM18AAP inh: PfM18AAP enzyme inhibition. AID 1822. recombinant PfM18AAP, H-Glu-NHMec fluorogenic cleavage. 290,000 compounds, 1.2% hits. inhibition, % at 7.35 µM;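 active means inhibition above the campaign mean inhibition over all tested compounds plus 3 SD, cut at about 28% in these data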;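 further: 0% = plate median of test compound wells and 100% = 2 mM ZnCl2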
# * = called active by the depositor; · = no result given. This is a subset (hit frequency here may not be typical).
SMILES,MEKK2 WT-MEK5,IMP-1 inhibitor,NS3 helicase inh,VIM-2 inh,FID counter,MEKK2mut PB1 HTS,UBC9 SUMO inh,NALP1 yeast inh,PfM18AAP inh
COc1ccc(OC)c(NP(=O)(Oc2ccccc2)Oc2ccccc2)c1,98,-1.8,-23,-3.1,-42,-4,0,6,-8
CN1CCN(c2ccc(NC(=O)Oc3ccccc3)cc2)CC1,113,-4.5,0,29*,18,4,10,8,4
CCOC(=O)c1c(C)n(Cc2ccccc2)c2ccc(O)cc12,91,-4.1,-9,-4.9,-20,-3,13,1,7
COC(=O)C(O)(c1cn(C)c2ccccc12)C(F)(F)F (stereo not given),115,-0.7,2,-1.4,-4,16,15,-8,5
CCOC(=O)Cn1cc(C(=O)c2ccccc2F)c2ccccc21,95,-2.0,1,-3.6,-7,-2,-13,-10,3
Cc1cccc2c1=NC(=O)/C(=C/c1c(O)[nH]c(=O)[nH]c1=O)C=2,101,-3.8,3,0.5,-1,-1,24,16,5
CCOc1ccc(-n2c(O)c(N=Nc3ccc([N+](=O)[O-])cc3)c(=O)[nH]c2=O)cc1,94,-0.9,14,-1.6,0,-7,16,7,0
CN1CCN(Cc2nnc3n2-c2ccc(Cl)cc2C(c2ccccc2)=NC3)CC1,107,-5.5,-1,-1.7,0,6,13,17,-2
CC1CN(C)C(C)(C)CC1(O)c1ccccc1 (stereo not given),107,-2.6,-5,-3.8,2,5,27,19,-1
O=c1[nH]c(=S)n(-c2ccc(Cl)cc2)c(O)c1/C=N/N1CCOCC1,94,-1.4,6,0.0,-10,-3,17,14,0
CCC(C)n1c(O)c(/C=N/NC(=O)c2ccncc2)c(=O)[nH]c1=S (stereo not given),101,-2.9,11,-4.0,-19,0,-8,21,5
N#Cc1cc2c(nc1SCC(=O)Nc1cc(Cl)ccc1Cl)C1CCN2CC1,91,-5.0,6,-3.1,-13,1,-34,18,27
Cc1cc(C)n2nc(SC(C)C(=O)N3CCC4(CC3)OCCO4)nc2n1 (stereo not given),110,-0.8,-23,1.2,-7,9,28,-11,2
CN1CCN(Cc2cc(C(C)(C)C)c(O)c(C(C)(C)C)c2)CC1,100,-3.1,-4,-4.8,1,-1,13,-2,-1
Cc1cc(OCC(=O)OC(C)(C)C)c2c3c(c(=O)oc2c1)CCC3,97,·,·,·,·,-5,-1,4,·
CCOC(=O)[C@@]12C(=O)C(=O)N[C@]1(c1ccccc1)C1OCCCC12 (stereo not given in full),99,-3.0,-1,-0.7,-4,0,4,39,8
COc1ccc(CCNCc2ccncc2)cc1OC,110,-4.5,-2,-2.5,4,6,11,28,-2
COc1ccccc1N=Cc1c(O)n(C)c(=O)n(C)c1=O,·,-1.3,-1,2.7,-3,·,-1,-1,3
O=C(O)[C@H]1C[C@@H]1[C@H](NP(=O)(c1ccccc1)c1ccccc1)c1ccccc1,95,-3.4,-1,-3.6,-49,2,-28,11,-6
CN1C2CCC1/C(=C/c1ccccn1)C(=O)/C2=C\c1ccccn1,93,-0.5,-14,-3.8,-4,-3,4,101*,6
O=S(=O)(NC1CCCC1)OCC(Cl)(Cl)Cl,106,0.4,11,-0.4,-11,-2,8,6,-13
COc1ccc2c(C)c(CCC(=O)N3C[C@H]4C[C@@H](C3)c3cccc(=O)n3C4)c(=O)oc2c1,97,-0.1,-6,1.1,-22,-2,21,10,-6
Nc1nnc(P(c2ccccc2)c2ccccc2)s1,96,-5.2,-4,-4.5,-1,-5,-20,-5,0
Cc1ccc(N=Cc2c(O)n(C)c(=O)n(C)c2=O)cc1,100,-6.2,6,2.0,-16,3,9,0,3
CN1C2c3ccccc3C3C4c5ccccc5C(C31)C(C2[N+](=O)[O-])N4C (stereo not given),110,-2.9,-5,-3.1,-14,6,15,12,1

# Single records, as listed above. Values in the order: MEKK2 WT-MEK5	IMP-1 inhibitor	NS3 helicase inh	VIM-2 inh	FID counter	MEKK2mut PB1 HTS	UBC9 SUMO inh	NALP1 yeast inh	PfM18AAP inh
# CCC(C)n1c(O)c(/C=N/NC(=O)c2ccncc2)c(=O)[nH]c1=S (stereo not given) as listed: 101	-2.9	11	-4.0	-19	0	-8	21	5
# Cc1cc(OCC(=O)OC(C)(C)C)c2c3c(c(=O)oc2c1)CCC3 as listed: 97	·	·	·	·	-5	-1	4	·
# CN1C2CCC1/C(=C/c1ccccn1)C(=O)/C2=C\c1ccccn1 as listed: 93	-0.5	-14	-3.8	-4	-3	4	101*	6

# Additional entries
SMILES,MEKK2 WT-MEK5,IMP-1 inhibitor,NS3 helicase inh,VIM-2 inh,FID counter,MEKK2mut PB1 HTS,UBC9 SUMO inh,NALP1 yeast inh,PfM18AAP inh
CN(C)C(=O)O/N=C(\N)COc1ccc(C(C)(C)C)cc1,105,-0.6,-4,-1.7,-11,18,-2,14,-8
CN(C)CC1CCCCC1OC(=O)Cc1ccc(Cl)c([N+](=O)[O-])c1 (stereo not given),105,-1.7,-1,-2.6,10,8,4,0,2
C/C=C(\C)C(=O)OC1C(C)=C2C(C1OC(=O)CCCCC)C(C)(OC(C)=O)CC(OC(=O)CCC)C1(O)C2OC(=O)C1(C)O (stereo not given),95,·,·,·,·,1,-14,-1,·
O=c1nc(/C=C/c2ccc(Cl)cc2Cl)cc(C(F)(F)F)[nH]1,102,-4.8,46*,-0.3,-27,6,10,4,6
O=Cc1c(C(=O)O)n(Cc2ccccc2F)c2ccccc12,107,-3.5,27,-5.2,-17,6,21,12,1
CNC(=S)N1CC2CC(C1)c1cccc(=O)n1C2 (stereo not given),100,-3.2,-5,-1.9,-6,-1,13,25,-1
CC(=O)N1N=C2C3CCN(CC3)C2C1c1ccc(Br)cc1 (stereo not given),112,-2.9,-6,-1.9,-4,11,3,·,1
COC(=O)C(O)(c1ccc(NC(=O)c2cccs2)cc1)C(F)(F)F (stereo not given),102,-2.9,4,-2.8,-2,6,9,6,2
COP(=O)(OC)C(O)C(Cl)(Cl)Cl (stereo not given),104,-3.2,-1,-3.5,-3,-2,-24,23,0
CNc1ccc2oc(C[C@H]3O[C@@]4(CC[C@H]3C)O[C@H]([C@H](C)C(=O)c3ccc[nH]3)[C@H](C)C[C@H]4C)nc2c1C(=O)O,94,·,·,·,·,5,2,-3,·
CN(C)CCN(CC1CCCN(Cc2ccccc2F)C1)C(=O)Cc1ccccc1F (stereo not given),121,-4.2,2,-1.5,18,30*,13,19,13
Cc1ccc(/C=C2/C(=O)NC(=O)N(CCc3ccc(F)cc3)C2=O)s1,102,-1.7,15,-0.1,-12,1,2,25,-1
CCN1CCN(c2ccc(NC(=O)C(C)C)cc2Cl)CC1,102,-5.2,11,-4.7,6,1,16,-8,-12
O=C(O)CCCc1ccc(N(CCCl)CCCl)cc1,98,-4.1,-8,-1.7,-1,2,-7,15,13
Cc1ccsc1C(=O)C1CCCN(Cc2cc3ccccc3o2)C1 (stereo not given),114,-1.8,-11,-2.8,-8,7,-10,-20,5
CCOP(=S)(OCC)c1ccc(N(C)C)cc1,101,-1.5,-10,-1.1,-8,4,-10,4,7
Cc1oc2ccc(OC(=O)N(C)C)cc2c1C(=O)OC(C)C,101,-1.7,3,-0.5,-30,6,12,37,3
CCC(C)/C=C(C)/C=C/C1=CC2=C(Cl)C(=O)C(C)(OC(C)=O)C(=O)C2=CO1 (stereo not given),98,-3.2,10,-2.1,-20,2,25,-8,10
CCN(CC)C(=O)Cn1cc(/C=C2\C(=O)NC(=O)N(c3ccccc3F)C2=O)c2ccccc21,97,-1.2,23,3.0,-14,-1,-13,10,35*
COc1ccccc1C(=O)C1CCCN(Cc2cnc(C)s2)C1 (stereo not given),88,-0.3,-4,-0.4,10,-11,7,19,5
CNCC(O)c1cccc(OC(=O)c2ccccc2C)c1 (stereo not given),·,-0.9,-21,6.7,31,·,30,7,-9
CCC12CN3CCN(CC(C3)/C1=N/NC(N)=O)C2,99,-2.1,-2,-3.0,-3,8,-12,-8,4
O=c1cc(C2CCNCC2)[nH][nH]1,101,-2.0,-5,-0.3,-1,2,24,10,-3
O=c1[nH]c(=S)n(C2CC2)c(O)c1/C=N/Nc1ccccc1,98,-3.3,6,-2.5,-4,0,8,28,12
CN1C2CCC1CC(OC(=O)c1cc(Cl)cc(Cl)c1)C2 (stereo not given),105,-4.8,-5,-3.7,5,-3,13,4,-3
SMILES,MEKK2 WT-MEK5,IMP-1 inhibitor,NS3 helicase inh,VIM-2 inh,FID counter,MEKK2mut PB1 HTS,UBC9 SUMO inh,NALP1 yeast inh,PfM18AAP inh
CCCCCCn1c(=O)c(C(=O)Nc2nnc(C)s2)c(O)c2ccccc21,88,-3.3,4,1.2,-3,-15,11,-22,-11
CCOC(=O)C1CCN(Cc2ccc(Cl)nc2)CC1,105,-0.9,-7,-0.2,-1,2,-3,25,-4
C[C@H]1CCC/C=C/C2C[C@H](O)CC2[C@H](O)/C=C/C(=O)O1 (stereo not given in full),94,-2.6,-2,-1.7,-9,1,-21,12,1
CCOCC(=O)NC1CCSC1=O (stereo not given),113,-3.5,-2,-0.8,-1,5,24,-10,-25
Cn1cc(C=C2C(=O)NC(=O)NC2=O)c2ccccc21,102,4.0,16,3.7,4,2,14,24,27
CC(=O)Nc1ccc([As](=O)(O)c2ccc([N+](=O)[O-])cc2)cc1,96,-3.5,-3,-1.8,-1,-1,-3,0,3
CN1CCN(Cc2cn(C)c3ccccc23)CC1CCO (stereo not given),106,-0.3,2,-1.8,-3,1,5,1,-4
O=c1[nH]c(=S)n(Cc2ccc(F)cc2)c(O)c1C=NCc1ccc2c(c1)OCO2,95,-1.9,-7,-0.5,0,-17,16,·,-4
COc1ccc(CC2C(=O)NC(=O)N(c3ccccc3)C2=O)c(OC)c1 (stereo not given),100,-3.5,1,-2.9,-5,0,9,5,4
O=c1[nH]c(=S)n(CCC2=CCCCC2)c(O)c1C=NCc1cccnc1,99,-1.6,-4,-3.3,0,3,20,8,-8
CC(=O)c1c(C)n(CCCOC(C)C)c2ccc(O)cc12,105,0.1,-10,-2.5,-12,4,10,17,-4
Cc1ccc(OCC(=O)N2CCN(C3CCC(c4ccccc4)CC3)CC2)cc1 (stereo not given),106,-2.3,-14,-0.8,1,-1,8,23,-1
Cc1cc(OCc2nn[nH]n2)c2c3c(c(=O)oc2c1)CCC3,92,-0.9,15,12*,-5,0,24,-2,1
O=C(CCC(=O)N1CC2C[C@@H](C1)Cn1c2cccc1=O)NCCc1ccccc1,105,-2.4,-7,0.0,-8,2,18,20,-2
O=C(COC(=O)c1ccc(O)cc1)Nc1ccc(Cl)cc1C(=O)c1ccccc1,99,-1.9,-3,-1.4,-10,14,-28,20,0
CNC(=S)NC1CC2CCCC(C1)N2CC(C)C (stereo not given),89,-1.5,6,0.8,1,-7,5,0,-7
C[C@@H]1CC[C@@]2(NC1)O[C@H]1C[C@H]3[C@@H]4CC=C5C[C@@H](O)CC[C@]5(C)[C@H]4CC[C@]3(C)[C@H]1[C@@H]2C,105,-4.0,-12,-0.1,1,6,-4,36*,-11
O=Cc1c(C(=O)O)n(Cc2ccc(F)cc2Cl)c2ccccc12,105,-1.3,32,-1.2,-29,0,6,-2,-6
O=C1NC(=O)C(=Cc2ccc3c(c2)OCO3)C(=O)N1,98,-2.7,6,-1.4,1,-5,12,7,8
